Compound activity as filed in PubChem BioAssay.
KOR beta-arrestin-1: KOR antagonists, beta-arrestin recruitment, cell-based, luminescence, uHTS (AID 1778); KOR beta-arrestin recruitment, luminescence, antagonist mode; higher % means a stronger effect; inhibition, % at 10 µM, or IC50 in µM where a hit was titrated; hit rate 0.091% among 290,000; in the data active = inhibition above about 50%; note: strong numbers were not always called active
GPR55 beta-arrestin: GPR55 agonists via beta-arrestin recruitment, primary screen, imaging, U2OS cells, beta-arrestin-GFP redistribution (AID 1961); U2OS GPR55 beta-arrestin-GFP redistribution imaging; higher % means a stronger effect; activation, % at 10 µM, or EC50 in µM where a hit was titrated; hit rate 0.048% among 290,000;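 active = activation above 40% with more than 50 cells counted in the well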;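 note: U2OS osteosarcoma cells stably expressing GPR55 and beta-arrestin-GFP; plate controls were DMSO negative control for no effect and LPI positive control for full effect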
GPR35 arrestin U2OS: GPR35 antagonists blocking zaprinast-driven arrestin recruitment, primary screen, imaging, U2OS, beta-arrestin-GFP, zaprinast agonist (AID 2058); U2OS GPR35 beta-arrestin-GFP translocation imaging, zaprinast antagonism; higher % means a stronger effect; one-dose inhibition, % at 10 µM; IC50 in µM for titrated hits; hit rate 0.052% among 290,000;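 active = inhibition of at least 50% with at least 30 cells and total cytoplasm GFP at most 10,000,000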
K1F lysis inhibition: inhibition of K1F phage lysis, E. coli UTI89, bacterial capsule biogenesis inhibitors, alamar blue (AID 488966) | hit rate 0.02% among 340,000 | one-dose inhibition, % at 100 µM; IC50 in µM for titrated hits | E. coli UTI89 K1F phage lysis, alamar blue, 2 h; higher % means a stronger effect;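 active = phage lysis inhibition, versus mean bacterial control, above a set limit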;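 note: capsule biogenesis inhibitors block K1F phage lysis so surviving cells raise fluorescence; higher fluorescence means more inhibition of phage lysis; actives were called in the ten point dose series up to 300 µM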
KOR beta-arrestin-2: KOR agonists, beta-arrestin recruitment, primary screen, cell-based, luminescence, uHTS (AID 1777); KOR beta-arrestin recruitment, luminescence; higher % means a stronger effect; one-dose activation, % at 10 µM; EC50 in µM for titrated hits; hit rate 0.02% among 280,000; in the data active = activation above about 50%, passing the limit was not always enough; note: a part of the inactive calls stands beside numbers as strong as those of hits
NOD1 NF-kB reporter: NOD1 signaling inhibitors, primary screen, cell-based, luminescence, uHTS (AID 1578) | NOD1-driven NF-kB luciferase reporter cells, luminescence; higher % means a stronger effect | hit rate 1% among 290,000 | inhibition, % at 4 µM; hits with a dose series show EC50 in µM; in the data active = inhibition mostly above about 36%, no sharp cut-off; inactive = mostly below about 34%;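 note: HEK-293T reporter cells stimulated with the NOD1 agonist gamma-tri-DAP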
MgcRacGAP inhibition: MgcRacGAP GTPase-activating activity inhibitors, confirmation, biochemical, ADP Hunter fluorescence | inhibition, % at 30 µM, or IC50 in µM where a hit was titrated | hit rate 0.6% among 340,000 | MgcRacGAP-stimulated Rac1 GTP hydrolysis, ADP Hunter fluorescence; higher % means a stronger effect; GST-tagged Rac1 F28L mutant substrate | AID 624330;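 active = first-screen hits whose inhibition reached a set limit at any dose in the follow-up dose series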;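 note: fluorescence reports GDP produced by GAP-driven GTP hydrolysis; strong numbers were not always called active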
NTR1 agonist: agonists of NTR1, primary screen, imaging, U2OS cells, beta-arrestin-GFP, high content (AID 493036); NTR1-U2OS beta-arrestin-GFP spot imaging, agonist mode; P30989; hit rate 0.17% among 330,000; activation, % at 20 µM;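 active = activation at or above 40% of the spot to cytoplasm intensity ratio, with at least 20 cells analyzed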;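 note: 0% = DMSO without peptide and 100% = 100 nM NTR1 peptide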
Target sequence (P30989 whole entry, looked up): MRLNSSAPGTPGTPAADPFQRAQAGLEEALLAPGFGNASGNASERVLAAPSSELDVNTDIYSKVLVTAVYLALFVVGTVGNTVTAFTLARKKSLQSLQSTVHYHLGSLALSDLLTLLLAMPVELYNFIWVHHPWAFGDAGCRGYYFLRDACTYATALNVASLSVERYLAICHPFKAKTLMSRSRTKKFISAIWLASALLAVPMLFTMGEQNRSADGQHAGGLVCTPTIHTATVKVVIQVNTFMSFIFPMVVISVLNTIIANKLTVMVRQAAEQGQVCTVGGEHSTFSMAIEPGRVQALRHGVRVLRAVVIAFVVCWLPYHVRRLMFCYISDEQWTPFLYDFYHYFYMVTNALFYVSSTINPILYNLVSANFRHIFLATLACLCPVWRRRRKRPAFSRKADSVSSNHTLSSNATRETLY
GPR55 antagonists: GPR55 antagonists blocking LPI-driven arrestin recruitment, primary screen, imaging, U2OS, beta-arrestin-GFP, LPI agonist (AID 2013) | U2OS GPR55 beta-arrestin-GFP translocation imaging, LPI antagonism; higher % means a stronger effect | inhibition, % at 10 µM; hits with a dose series show IC50 in µM | hit rate 0.13% among 290,000;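 active = spots per cell inhibited over 60%, with over 100 cells counted and total cytoplasm intensity under 500,000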;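 note: U2OS cells stably carrying GPR55 and arrestin-GFP stimulated by 5 µM LPI near EC80; imaged beta-arrestin-GFP aggregate spots per cell after agonist stimulation; plate controls were LPI-stimulated DMSO wells for no effect and DMSO wells without LPI for full effect; some results filed as inactive read as strong as hits; confirmed hits need IC50 under 10 µM and bright autofluorescent wells are also inconclusive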
NTR1 agonist cell count 20 µM: recorded beside NTR1 agonist, whose call it bears; cell count; measured here: cell count, cytotoxicity flag
* = called active by the depositor; . = no result given; [ ] = remark or other dose. A portion of the library. The share of hits here may be higher or lower than overall.

SMILES	KOR beta-arrestin-1	GPR55 beta-arrestin	GPR35 arrestin U2OS	K1F lysis inhibition	KOR beta-arrestin-2	NOD1 NF-kB reporter	MgcRacGAP inhibition	NTR1 agonist	NTR1 agonist cell count 20 µM	GPR55 antagonists
COC(=O)c1c(C(=O)OC)c2n(c1C)Cc1ccccc1C2	18%	0.5%	2%	-0.6%	2.7%	-8%	-3%	2.2	81	-6%
Cc1cccc(OCC(=O)NC(=S)Nc2ccc(S(=O)(=O)NC3CCCCC3)cc2)c1	-5%	-0.1%	7%	0.7%	-1.6%	11%	-2%	0.2	56	-2%
Cc1c(C(=O)N2CCOCC2)c(S(=O)(=O)Nc2ccccc2F)c(C)n1C	-6%	0.2%	-2%	-0.1%	-6.5%	-15%	2%	-0.3	58	-1%
COc1ccc(C)cc1NS(=O)(=O)c1ccc(NC(=O)CN(c2cc([N+](=O)[O-])ccc2C)S(C)(=O)=O)cc1	1%	0.1%	-24%	0.3%	4.7%	-28%	6%	5.4	40	6%
CC1Sc2ccc(S(=O)(=O)N(C)Cc3ccccc3)cc2NC1=O (stereo not given)	-22%	0.0%	-4%	-0.1%	7.3%	0%	7%	3.4	74	4%
CCOc1ccc(CCNC(=O)C2CC=CCC2C(=O)OC(C)C)cc1OCC (stereo not given)	-11%	-0.1%	-4%	-0.1%	-3.4%	-1%	.	-0.2	73	-3%
CCCn1c(CN2CCN(C)CC2)nc2ccccc21	-49%	-0.2%	9%	4.6%	6.8%	18%	0%	-0.1	74	10%
O=C(O)CN(Cc1ccco1)S(=O)(=O)c1ccccc1	-2%	-0.2%	-8%	0.6%	1.6%	-19%	17%	-0.5	42	4%
Cc1ccc(S(=O)(=O)N2CC(=O)Nc3ccccc32)cc1C	-6%	-0.1%	9%	1.0%[50 µM]	1.3%	4%	2%	-0.9	55	5%
CCCCOc1ccc(S(=O)(=O)n2c(C)nc3ccccc32)cc1	-15%	-0.1%	-19%	-0.4%	-0.6%	.	5%	0.9	63	11%
COc1ccc(/C=N/NC(=O)CSCC(=O)Nc2ccccc2)cc1OC	-30%	0.7%	16%	13%	5.3%	-19%	-2%	0.2	50	6%
O=C(Nc1ccccc1N1CCCCC1)c1ccccc1F	-4%	-1.0%	-5%	0.3%	11%	-10%	7%	6.4	84	0%
CCCN=Cc1c(CCC)[nH]n(-c2nc3ccccc3s2)c1=O	-19%	0.3%	15%	0.0%	-0.4%	17%	13%	3.6	70	-5%
O=C(NCCN1CCCCCC1)C1CCN(S(=O)(=O)N2CCOCC2)CC1	-10%	-0.2%	4%	-0.4%	-0.4%	-3%	3%	-1.2	42	-3%
CC(=O)Nc1sc2c(c1C(c1ccccn1)N1CCN(C)CC1)CCCC2 (stereo not given)	11%	0.4%	2%	0.5%	-5.3%	-19%	-1%	2.4	29	6%
COc1ccc(CN2CCCN(C)CC2)c(OC)c1C	-39%[20 µM]	-0.3%	2%	-0.1%	1.4%	19%	124µM*	-0.4	65	7%
Cc1ccc(CNC(=O)CCS(=O)(=O)c2ccc3nc(C)sc3c2)cc1	1%[20 µM]	-0.1%	10%	-0.1%	-5.0%	10%	8%	0.5	66	9%
COC(=O)CCCC(=O)Nc1ccc(Br)cc1	24%	-0.1%	-6%	2.8%	1.4%	-33%	-1%	4.0	39	-12%
CCCCc1nnc(NC(=O)c2ccc3[nH]c(=O)c(=O)[nH]c3c2)s1	-6%	-0.1%	-10%	-0.1%	-0.9%	8%	-9%	-1.1	65	-2%
COc1ccc(Cc2nnc(NC(=O)CSc3ccc(C)cc3)s2)cc1OC	45%	-0.1%	6%	1.3%	4.0%	.	11%	2.0	28	7%
O=C1C2C3C=CC(C3)C2C(=O)N1/N=C/c1cn(Cc2ccc(F)cc2)c2ccccc12 (stereo not given)	-10%	-0.1%	-6%	-0.2%	-0.1%	.	12%	-1.1	59	25%
CCn1c2ccccc2c2cc(/C=N/n3c(-c4cc(C)[nH]n4)n[nH]c3=S)ccc21	-67%	0.6%	1%	-0.6%	4.8%	-2%	14%	10	42	-5%
Cc1cccc2c(CC(=O)Nc3ccccc3)noc12	-48%	0.3%	4%	1.3%[50 µM]	3.9%	-35%	6%	1.1	38	-4%
CCCCC(=O)Nc1sc2c(c1C#N)CC(C)(C)OC2	23%	0.2%	8%	0.9%[50 µM]	-1.9%	-89%	4%	2.8	54	2%
CC(=O)NCCC1CCCCN1Cc1nc(Cc2cccc(C(F)(F)F)c2)no1 (stereo not given)	20%	-0.3%	-16%	0.0%	-2.6%	-26%	8%	-0.5	39	6%
SMILES	KOR beta-arrestin-1	GPR55 beta-arrestin	GPR35 arrestin U2OS	K1F lysis inhibition	KOR beta-arrestin-2	NOD1 NF-kB reporter	MgcRacGAP inhibition	NTR1 agonist	NTR1 agonist cell count 20 µM	GPR55 antagonists
CCOC(=O)N1CCN(S(=O)(=O)c2cc(Br)cnc2N)CC1	-8%	-0.3%	29%	-0.1%	4.0%	10%	17%	-1.6	32	14%
CN(C)c1nc(-c2ccccc2)ncc1S(=O)(=O)c1ccccc1	-24%[20 µM]	-0.1%	9%	0.3%	-5.6%	-9%	3%	2.1	41	-8%
COc1ccccc1CNC(=O)C1CCN(S(=O)(=O)c2ccc3c(c2)OCCCO3)CC1	-21%	-0.2%	1%	0.1%	1.6%	-29%	8%	2.8	63	-5%
Cc1c(Br)c([N+](=O)[O-])nn1CC(=O)Nc1c(C)n(C)n(-c2ccccc2)c1=O	-4%	-0.3%	-3%	0.4%	3.9%	-30%	-1%	1.5	70	-5%
CC(NC(=O)C1CCCC1)C1CC2CCC1C2 (stereo not given)	-24%	0.5%	9%	1.6%[50 µM]	-2.4%	96%*	-6%	-1.1	49	7%
ONC(=Nc1ccccc1)c1ccccc1Cl	2%	0.5%	-3%	-0.1%	-1.2%	-6%	6%	0.1	102	11%
CC(C)(C)c1ccc(C(=O)c2c[nH]c(C(=O)NCc3ccco3)c2)cc1	22%	-0.2%	2%	0.1%	-1.8%	.	16%	-0.6	50	14%
Cc1nc(N2CCC(C)CC2)c2oc3ccccc3c2n1	16%	-0.2%	0%	0.1%	6.0%	18%	10%	8.0	48	-3%
CN(C)c1cccc(C(=O)NCCCSc2ccccc2)c1	-31%	-0.1%	-10%	-0.1%	7.9%	-50%	5%	1.6	75	17%
O=C(Nc1ccnn1C1CCN(Cc2cccc(OCCO)c2)CC1)C1CCOC1 (stereo not given)	20%	0.0%	16%	0.1%	-2.5%	-1%	13%	1.0	59	5%
CCc1ccc2c(c1)cc(CN(C(=S)Nc1ccccc1C)C1CC1)c1nnnn12	19%	-0.3%	9%	6.1%	0.0%	-22%	4%	0.1	40	-1%
CCN1C(=O)N(C)C(N(O)C(=O)NC)C1(C)C (stereo not given)	-16%	0.1%	-9%	0.5%	-1.0%	-13%	7%	2.5	48	15%
CCCCC1(C)OC(=O)C(=Cc2ccc(N(C)C)cc2)C(=O)O1 (stereo not given)	8%	-2.3%	8%	1.7%	1.4%	10%	23%	-1.1	32	0%
Cc1c(C(=O)OCC(=O)NCC2CCCO2)cccc1[N+](=O)[O-] (stereo not given)	-3%	-0.7%	1%	-0.6%	1.8%	-29%	7%	1.0	41	12%
CC(=O)c1cn(CC(=O)NCC2CCCO2)c2ccccc12 (stereo not given)	11%	0.0%	-4%	0.1%	-3.7%	-10%	5%	-2.2	56	0%
O=C(COc1ccccc1)NCC1CCCO1 (stereo not given)	18%	0.0%	9%	-0.1%	-2.8%	-11%	3%	1.0	35	13%
OC(COc1ccc(Cl)cc1)CN1C2=NCCCN2c2ccccc21 (stereo not given)	-28%	-0.2%	-4%	1.8%	0.5%	-20%	9%	1.2	61	-7%
CC(C)Cn1c(=O)c2sccc2n2c(CCCC(=O)NC3CCN(Cc4ccccc4)CC3)nnc12	7%	-0.1%	15%	0.2%	-1.0%	4%	4%	0.6	38	5%
Cc1c(C(=O)O)sc2nc(SCC(=O)Nc3ccc(S(=O)(=O)NCCCC(=O)O)cc3)[nH]c(=O)c12	12%	-0.2%	-5%	-0.2%	-0.1%	-18%	7%	1.2	85	-1%
Cc1cccnc1NC(=O)c1ccc([N+](=O)[O-])o1	-15%	-0.2%	4%	0.3%[50 µM]	-0.7%	-1%	6%	-1.0	37	-6%
Cc1occc1C(=O)N(C)Cc1nc(-c2ccccc2)no1	-6%	-0.2%	-13%	0.1%	-0.2%	-7%	3%	0.5	45	6%
O=c1[nH]c2cc3c(cc2cc1CN(Cc1ccco1)C(=S)NCCCN1CCOCC1)OCCO3	0%[20 µM]	-0.1%	13%	-0.4%	.	-14%	2%	0.5	36	3%
COc1ccc(CCNc2nc(-c3sc(N)nc3C)cs2)cc1OC	-35%	-0.1%	-1%	0.1%	3.4%	-25%	22%	-0.9	46	38%
Cc1c(C(=O)N2CCCC2)c(S(=O)(=O)N2CCN(c3ccccc3F)CC2)c(C)n1C	-20%	0.0%	14%	1.2%	3.6%	-17%	8%	-0.1	64	16%
Cc1ccc(C)n1-c1ccc(C(=O)Nc2ccccc2F)cc1	10%	0.3%	22%	0.1%	-4.9%	-17%	3%	1.6	46	4%
SMILES	KOR beta-arrestin-1	GPR55 beta-arrestin	GPR35 arrestin U2OS	K1F lysis inhibition	KOR beta-arrestin-2	NOD1 NF-kB reporter	MgcRacGAP inhibition	NTR1 agonist	NTR1 agonist cell count 20 µM	GPR55 antagonists
Fc1ccc(-n2ncc3c(SCc4cccnc4)ncnc32)cc1	-42%[20 µM]	0.2%	-19%	0.4%	-3.7%	-6%	-4%	2.1	64	8%
C/C(=N/Oc1nc(C)cc(C)n1)c1ccccc1	-4%	0.2%	-10%	3.4%	-0.3%	-33%	1%	-1.3	48	2%
CCn1c(C)c2c([n+]1CC)CC(C)(C)CC2=O	-5%	-0.1%	-19%	2.6%	-1.1%	-16%	5%	0.0	45	12%
O=C(CN1CCCCCC1)Nc1cc(C(F)(F)F)ccc1Cl	-11%	0.1%	-8%	1.7%	2.0%	-32%	4%	0.9	62	14%
N#C/C(=N\Nc1ccc([N+](=O)[O-])cc1)C(=N)N1CCOCC1	3%	0.3%	10%	1.2%	.	-9%	9%	0.3	46	-6%
CCC(C)NC(=O)C1c2ccccc2C(=O)N1Cc1ccccc1 (stereo not given)	13%	-0.1%	-9%	0.1%	-3.5%	4%	7%	1.3	76	-2%
